ALOX12 inh = Primary qHTS assay for inhibitors of human arachidonate 12S-lipoxygenase (ALOX12): Round 2; Polyunsaturated fatty acid lipoxygenase ALOX12 (Homo sapiens), P18054; purified 12hLO, xylenol orange hydroperoxide absorbance; Potency, µM (doses to about 108 µM), inactives show top-dose activity change, negative = inhibition, most hits filed as inhibitors; hit rate 1.1% among 580,000; active means well fitted inhibition curve with a large enough effect; inconclusive means small, poorly fitted or top-dose-only effect, or another doubt; inactive means no such curve, though single readings can be large or run the other way
Target sequence (P18054 whole entry, looked up): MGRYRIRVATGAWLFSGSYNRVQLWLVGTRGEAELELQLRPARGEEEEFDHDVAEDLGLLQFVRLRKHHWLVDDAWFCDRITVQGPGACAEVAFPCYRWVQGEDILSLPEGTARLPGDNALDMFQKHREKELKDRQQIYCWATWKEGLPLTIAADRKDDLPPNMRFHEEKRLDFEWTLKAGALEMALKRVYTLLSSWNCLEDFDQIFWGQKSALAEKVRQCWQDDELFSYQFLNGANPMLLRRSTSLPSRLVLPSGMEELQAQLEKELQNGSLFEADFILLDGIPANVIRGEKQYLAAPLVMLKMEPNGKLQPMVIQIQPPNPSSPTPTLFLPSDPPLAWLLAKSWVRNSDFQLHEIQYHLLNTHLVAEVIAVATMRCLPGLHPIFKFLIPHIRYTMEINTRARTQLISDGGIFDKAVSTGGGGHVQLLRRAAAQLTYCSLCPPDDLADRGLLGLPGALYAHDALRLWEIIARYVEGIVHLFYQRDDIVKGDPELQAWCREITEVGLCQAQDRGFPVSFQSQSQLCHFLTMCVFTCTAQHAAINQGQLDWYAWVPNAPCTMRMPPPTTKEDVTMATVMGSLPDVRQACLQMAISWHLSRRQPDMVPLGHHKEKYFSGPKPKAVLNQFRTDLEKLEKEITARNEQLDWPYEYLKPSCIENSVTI
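Hydroperoxide product was detected by ferrous iron/xylenol orange as the 573 to 405 nm absorbance ratio. Arachidonic acid at 40 uM (final) was turned over for 30 min at room temperature by 150 nM human 12hLO, pH 7.0 Hepes buffer, after 15 min compound preincubation.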
* marks the source's active call; other numbers are inactive results; u = inconclusive; & = joins results of further samples; [ ] = another dose, or the depositor's remark. On the % scale 0 is the no-effect control and ±100 the full control effect; potency means the concentration at half of the fitted maximal effect.

Start of the listing, in advance:
SMILES	ALOX12 inh
O=C(NCCc1c[nH]c2ccc(Cl)cc12)c1ccccc1F	-5.1%
CCCn1cc(C(=O)N2CCN(S(=O)(=O)N3CCCC3)CC2)c(C)n1	60.1%[activator]
O=C1Cc2cc(-c3csc(Nc4ccccc4Cl)n3)ccc2N1	u
COc1ccc2c(c1)CN1C(=O)N(C3CCCC3)S(=O)(=O)CC21 (stereo not given)	2.2%
Cc1ccc(C(=O)N2CCN(c3cc(-c4ccccc4)[nH]n3)CC2)cc1F	22.4%
COc1ccc(C(=O)c2sc(Nc3ccccc3)c(C(N)=O)c2N)cc1	15.8µM*
CCc1csc(CNC(=O)c2ccc(N(C)Cc3cnn(C)c3)nc2)n1	1.0%

Main list, repeating the preview:
SMILES	ALOX12 inh
O=C(NCCc1c[nH]c2ccc(Cl)cc12)c1ccccc1F	-5.1%
CCCn1cc(C(=O)N2CCN(S(=O)(=O)N3CCCC3)CC2)c(C)n1	60.1%[activator]
O=C1Cc2cc(-c3csc(Nc4ccccc4Cl)n3)ccc2N1	u
COc1ccc2c(c1)CN1C(=O)N(C3CCCC3)S(=O)(=O)CC21 (stereo not given)	2.2%
Cc1ccc(C(=O)N2CCN(c3cc(-c4ccccc4)[nH]n3)CC2)cc1F	22.4%
COc1ccc(C(=O)c2sc(Nc3ccccc3)c(C(N)=O)c2N)cc1	15.8µM*
CCc1csc(CNC(=O)c2ccc(N(C)Cc3cnn(C)c3)nc2)n1	1.0%
Cn1cccc1CN1CCC2(CC1)C(=NC1CCCCC1)NC(=O)N2c1cc(F)cc(F)c1	1.4%[6.33 µM]
C[C@H]1COc2cc(N3CCCCC3)ccc2S(=O)(=O)N1	u
CS(=O)(=O)c1ccc(NC(=O)CN(Cc2cccs2)CC2CCCO2)cc1 (stereo not given)	36.9%
O=C(CSc1n[nH]c(-c2ccncc2)n1)Nc1cccc(C(F)(F)F)c1	u
CN(C)C(=O)CN1CCN(C(C(=O)O)c2c[nH]c3ccc(OCC#N)cc23)CC1 (stereo not given)	u
NNc1ccc(F)cc1F	4.47µM*
CCCNC(=O)CCCNC(=O)c1ccc(Cl)cc1	-1.3%
COc1cccc(CN2CCC(Oc3ccc(C(=O)NC4CCCC4)cc3Cl)CC2)c1	18.9%
COc1ccc2c(c1)[C@@H](NC(=O)c1c(C)noc1C)[C@H](C)[C@@H](c1ccccc1)N2C(=O)NC(C)C	25.5%
COCCNc1nc2cc(-c3ccc(C)cc3)sc2c(=O)n1C	-10.6%
CCOc1ccc(C(=O)N2CCN(c3nc4sc5c(c4c(=O)n3C)CCCC5)CC2)cc1	-0.9%
N#Cc1ccccc1CN1CCCCCCNC(=O)[C@@H]2C[C@@H](C(=O)N3CCc4ccccc4C3)C[C@@H]21	100.3%[activator]
Cc1ccc(C(=O)N2CCn3c(nn(-c4ccncc4)c3=O)C2)cc1	40.7%
CC1CCN(C(=O)CC(c2ccc(Cl)cc2)c2cn(C)c3ccccc23)CC1 (stereo not given)	u
Cc1cccc(C(=O)N2CCOC(CCCc3ccccc3)C2)n1 (stereo not given)	14.3%
Cc1ccc(CN2CCNC(=O)C2CC(=O)N(CC(C)C)CC(C)C)cc1 (stereo not given)	49.8%[activator]
COC(=O)/C=C/[C@H]1CCCN1c1ccc(OC)cc1	-23.2%
CSc1ccc(NC(=O)CCCc2nc(C(C)C)no2)cc1	-0.5%

(more compounds)
SMILES	ALOX12 inh
COc1cccc(C2CC(OCCF)=CC(=O)O2)c1 (stereo not given)	25.7%
O=C(c1c(F)ccc(F)c1F)N1CCCC(c2nc(-c3ccncc3)ncc2-c2ccccc2)C1 (stereo not given)	11.2%
CSc1ccc(C)c(C(N)=O)c1	10.5%
CN(C(=O)Cc1cccc(Cl)c1)C1CCCc2ccccc21 (stereo not given)	-0.5%[176 µM]
CCNc1c(NC(=O)Cc2ccc(F)cc2)c(=O)oc2ccccc12	-4.7%
CC(=O)c1ccc(OCCC(=O)OCc2ccc(C#N)cc2F)cc1	-6.5%
COc1ccc(-c2cc(-c3ccc4c(c3)C(=O)NC4)cn3cncc23)cc1	u
Cc1ccc(N(C(=O)CNC(=O)c2ccccc2)C2(C(=O)NC3CCCC3)CCCCC2)cc1	10.5%
c1cc2c(cc1C1CCCN1Cc1nnnn1C1CC1)OCCO2 (stereo not given)	0.3%
O=C(c1ccncc1)N1CCN(c2ccc(Cl)nn2)C(=O)C1	3.9%[6.33 µM]
N#Cc1ccc(-c2ccc3nccn3c2)cc1	-10.7%
COc1ccc(NC(=O)c2ncoc2-c2ccc(C)o2)cc1Cl	u
CCCCN(C=O)c1c(CC)nc2c(OCc3ccccc3C(=O)OC)cccn12	-3.7%
CCOC(=O)C(NC(=O)c1ccc(OC)cc1)(Nc1ccccc1F)C(F)(F)F (stereo not given)	39.0%[activator]
COc1cccc(-c2cnc(C(O)c3ccc(C)cc3C)[nH]2)c1 (stereo not given)	-16.1%
COc1ccc(-c2ccc3ncn(Cc4ccccn4)c(=O)c3n2)cc1F	43.4%[176 µM]
CN1CCN(S(=O)(=O)c2cccc(C(=O)Nc3cccc4cccnc34)c2)CC1	u
COc1ccc2oc(C(=O)OCC(=O)C34CC5CC(CC(C5)C3)C4)c(C)c2c1	25.2%
COCC[C@]1(O)CCN(C(=O)Cc2coc3cc(C)c(Cl)cc23)C[C@H]1C	u
O=C(NCc1ccc(F)cc1)C1CCc2nnc(C3CCN(C(=O)c4ccc(Cl)cc4Cl)CC3)n21 (stereo not given)	0.5%[6.33 µM]
CC(C)c1noc(-c2cn(C3CCN(C(=O)c4cc5ccccc5[nH]4)C3)nn2)n1 (stereo not given)	-5.4%
CC(C)NC(=O)N(C)C[C@@H]1Oc2cc(Br)ccc2S(=O)(=O)N([C@@H](C)CO)C[C@H]1C	-6.1%
COc1cc(F)ccc1-c1cc(C(=O)Nc2ccc(C)c(NS(C)(=O)=O)c2)[nH]n1	-3.6%
Cc1oc(-c2nc(C#N)c(NCC3CCCO3)o2)cc1S(=O)(=O)N1CCCC1 (stereo not given)	14.9%
Cc1cccc(CC(=O)NCC2Cn3cccc3C(=O)N2C)c1 (stereo not given)	19.4%

Next part; it opens with the 5 that closed the last part.
SMILES	ALOX12 inh
CC(C)c1noc(-c2cn(C3CCN(C(=O)c4cc5ccccc5[nH]4)C3)nn2)n1 (stereo not given)	-5.4%
CC(C)NC(=O)N(C)C[C@@H]1Oc2cc(Br)ccc2S(=O)(=O)N([C@@H](C)CO)C[C@H]1C	-6.1%
COc1cc(F)ccc1-c1cc(C(=O)Nc2ccc(C)c(NS(C)(=O)=O)c2)[nH]n1	-3.6%
Cc1oc(-c2nc(C#N)c(NCC3CCCO3)o2)cc1S(=O)(=O)N1CCCC1 (stereo not given)	14.9%
Cc1cccc(CC(=O)NCC2Cn3cccc3C(=O)N2C)c1 (stereo not given)	19.4%
COc1cccc(Nc2c(C(N)=O)cnc3c(C)cc(S(=O)(=O)c4cccc(C(=O)N(C)C)c4)cc23)c1	-0.9%[22.9 µM]
COc1ccc(C(=O)N2CC(C(=O)NCCc3ccncc3)C3(CCOCC3)C2)cc1 (stereo not given)	16.2%
CCOC(=O)c1c(C)[nH]c(C(=O)OC)c1C	34.4%
O=C1c2ccccc2C(c2nnnn2-c2ccc3c(c2)OCCO3)N1Cc1cccc(F)c1 (stereo not given)	-2.3%&-10.9%
Cn1cc(-c2cnc3[nH]cc(CC(=O)NCc4ccc5c(c4)OCO5)c3c2)cn1	8.4%[176 µM]
Cc1ccc(C(=O)N2CCN(Cc3ccc(F)cc3)CC2)cc1C	-4.6%
CCOC(=O)Nc1ccc(S(=O)(=O)N2CCC(c3nc4ccccc4[nH]3)CC2)cc1	-4.4%
CCc1c(C)c(C#N)c2nc3ccccc3n2c1-n1ccnc1C	u
C=CCNC(=O)Nc1cc(NC(=O)Nc2ccccc2)ccc1C	-7.5%
Nc1nc2c(Br)ccc(Br)c2cc1C(=O)NCc1cccc2ccccc12	u
C=CCN1C(=O)c2n[nH]c(C(C)C)c2C1c1ccccc1 (stereo not given)	-10.7%
O=C(CCc1ncc(-c2c(F)cccc2F)o1)N1CCCN(Cc2ccccc2)CC1	1.6%
CC1(C)OC(C)(C)C(=N/O)/C1=N\N	12.4%
COc1ccc(OC)c(-c2cc(Cl)c3c(c2)CC(CNC(=O)C(C)(C)C)O3)c1 (stereo not given)	11.0%
NC(N)=NC(N)=Nc1ccc(Cl)cc1Cl	41.5%
Cc1cccc(CNS(=O)(=O)c2ccc3c(c2)OCCO3)c1	0.0%
O=C(Cc1c[nH]c2ccccc12)NCC(=O)N1CCN(c2ccccc2)CC1	5.3%
NC(=O)[C@H](Cc1cccs1)NC(=O)C1=C[C@@H](NC(=O)NC2CCCCC2)[C@@H](O)[C@H](O)C1	12.6%
CN(Cc1ccccc1)C(=O)c1[nH]c(C(F)(F)F)nc1-c1ccccc1	-7.2%
COc1ccc(N(Cc2cc(CN3CCOCC3)cs2)S(=O)(=O)c2ccccc2C)cc1	10.5%
COc1ccc(-c2[nH]ncc2CNc2cc(C3CC(O)C3)nc(C)n2)cc1 (stereo not given)	3.6%
O=c1[nH]c(N2CCOCC2)nc2c1CCN(Cc1cc(Br)ccc1F)CC2	37.8%[activator]
COc1ccccc1NC(=O)c1ncoc1-c1ccc(OC)c(OC)c1	-9.1%
CCn1nc(C(=O)NCc2ccc(OC)cc2)c2ccccc2c1=O	-15.0%
O=C(c1ccc(C(F)(F)F)cc1)N1CCC2(CC1)Cc1ccccc1NC2=O	25.9%

Other structures follow:
SMILES	ALOX12 inh
CCOc1ccc(C(=O)N2CCC3(CC2)NC(=O)N(c2ccc(F)cc2)N3)cc1	2.24µM*
COC(=O)c1c(C)cccc1NCC(=O)NC(=O)NC1CC1	-17.7%
O=C(COc1cc(Cl)cc(Cl)c1)N1CCNC1=O	-7.1%
CCOC(=O)CNC(=O)N1Cc2c(CC)nn(-c3ccccc3)c2-n2cccc2C1c1ccccc1 (stereo not given)	-35.3%
CCCC(=O)N(C)CC1CCOCC1	6.0%
CCc1ccccc1NC(=O)CN(C)C(=O)C1CCN(c2ccc(C#N)cn2)CC1	-5.0%
COc1ccc(CNC(=O)c2ccc(Cn3ccn4nc5c(c4c3=O)CCCC5)cc2)cc1OC	5.5%
CCOc1ccccc1NC(=O)CN1C(=O)C(c2ccccc2)=NC12CCCC2	43.3%[activator]
NC(c1ccccc1)c1csc(Nc2cc(Oc3ccccc3)ncn2)n1 (stereo not given)	35.5µM*
CCOC(=O)C1=C(C)Nc2nc(SCc3cccc(C)c3)nn2C1c1cccs1 (stereo not given)	23.2%
O[C@H]1C[C@H](c2ccc(Cl)cc2)N(Cc2cccs2)C[C@@H]1n1cc(C2CC2)nn1	44.7µM*
COC(=O)CNc1ccc(C(=O)OC)cc1	-74.6%
O=C(c1ccc(F)c(F)c1)N1CCCC(n2cc(-c3nc(-c4ccccc4)no3)nn2)C1 (stereo not given)	-2.9%
O=C1CCN(Cc2c[nH]c3ccccc23)CCCC(C(=O)NCc2ccccc2)CCN1 (stereo not given)	u
CCCOc1ccc(NC(=O)CCC)c2cccnc12	0.0%
CCS(=O)(=O)N(C1CC1)C1CCOC2(CCN(C(=O)c3cccc(OC)c3)CC2)C1 (stereo not given)	24.8%
O=C(O)CCC(NS(=O)(=O)c1ccc(Cl)cc1)C(=O)O (stereo not given)	u
O=C(NCc1ccccc1)C1CCN(S(=O)(=O)c2ccc(OC(F)(F)F)cc2)CC1	-4.8%
CCC(Oc1ccccc1F)C(=O)Nc1c(Cl)cccc1Cl (stereo not given)	17.8%
N#Cc1ccc(CN2CCC3(CC2)COCCN3C(=O)c2ccccc2)cc1	-23.1%[176 µM]
Cc1ccc(C2Cn3nnc(C(=O)NCC4CC4)c3CO2)cc1 (stereo not given)	45.1%[activator]
CCCCNCCCN1CCOCC1	u
O=C(Cn1ccn2nc(-c3ccccc3)c(CO)c2c1=O)NCCc1ccccc1	26.9%
CC(C)n1cc2cc(C(=O)NCc3ccc(N4CCOCC4)cc3)sc2c1	-3.4%
CNC(=O)[C@@H]1CN(C(=O)c2ccc(OC)cc2C)C[C@H]1COC	11.3%

(next part)
SMILES	ALOX12 inh
Cc1ccc(C)c(NC(=O)CC2(C(=O)O)CCCCC2)c1	40.3%
O=C(NCC1CC1)c1nc2c(o1)CCN(Cc1cccc(F)c1)CC2	u
Cc1ccc(C2Cn3nnc(-c4nc(-c5ccccc5)no4)c3CO2)c(C)c1 (stereo not given)	30.9%[activator]
CC1CCCC(NC(=O)c2ccc3c(c2)CCC3)C1C (stereo not given)	-3.2%
O=C(NC1CCCCC1)c1nc[nH]c1C(=O)NCC1CC1	-4.4%
COc1ccc2oc(=O)c(-c3csc(Nc4ccc(C)cc4)n3)cc2c1	-27.9%
CN(C)/C=C/C=C1C(=O)CC(C)(C)CC1=O	8.8%
Cc1ccc(C(=O)N2CCc3[nH]nc(C(=O)NCCCc4ccccc4)c3C2)cc1	20.1%
CCC1c2nccn2CCCN1C(=O)c1ccc(Cn2cncn2)o1 (stereo not given)	49.0%[activator]
Cc1nn(-c2ccccc2)c(Oc2ccccc2F)c1CCC(=O)NCC1CC1	1.7%
CC(C)CCN1CC2(CCN(C(=O)CCC3NC(=O)NC3=O)CC2)OC1=O (stereo not given)	62.1%[activator]
CC(C)n1cnnc1CN1CCN(Cc2ccccn2)[C@@H]2CS(=O)(=O)C[C@@H]21	22.9%
Cc1oc(-c2cccc(Oc3ccccc3)c2)nc1CN1CCOC(CCN)C1 (stereo not given)	-7.1%
Cc1cc(C)c(S(=O)(=O)N2CC(c3nc(Cc4ccccc4)no3)C2)c(C)c1	37.0%[activator]
C=C(C)CN1CCN(c2nc3c(c(=O)[nH]c(=O)n3C)n2Cc2ccc(C)cc2)CC1	1.2%
Cc1sc2ccn(C)c(=O)c2c1C(=O)NCc1ccc(F)cc1Cl	15.4%
Cc1ccc(-n2c(C)c(C)c3c2ncn2nc(-c4ccncc4)nc32)cc1	6.4%

Compound activity from PubChem BioAssay.

The list is partial. The share of hits here may be higher or lower than overall.
